T cell HTS: modulators of CD8 T cell-vesicle binding, primary screen, mouse 2C CD8+ T cells, flow cytometry; 2C CD8+ T cell-vesicle binding; hits give low values; calls only at 7 µM; 330,000 compounds, 0.068% hits; AID 2052, 2009;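 active = response, share of CD8 T cells binding vesicles, and their 90th percentile fluorescence all below set limits, cut at about 80% in these data, passing the limit was not always enough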
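Benchmarks: naked versus QL9-loaded vesicles / Assay system: purified 2C TCR transgenic mouse naive CD8+ T cells / Technique: high-throughput flow cytometry with anti-B7-1 and anti-CD8 staining / Timing: Cell–vesicle co-incubation 1.5 h at 37 °C, staining 20 min on ice / Read-out: percent CD8+ FL2 mean versus row control / Probe or stimulus: QL9-loaded Drosophila micro-vesicles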
SV40 large T antigen: SV40 large T antigen inhibitors, biochemical (AID 1903); 310,000 compounds, 0.39% hits; inhibition, % at 20 µM; hits with a dose series show IC50 in µM; SV40 large T antigen ATPase/helicase inhibition assay; higher % means a stronger effect; in the data active = a potency from the dose series; note: strong numbers were not always called active
Myeloid diff 2: induction of myeloid progenitor differentiation, primary screen, cell-based, flow cytometry, MLPCN library. ER-HoxA9 myeloid progenitors, lysozyme-GFP differentiation. calls only at 10 µM. 360,000 compounds, 1% hits. AID 624256, 2012;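 active = normalized GFP-positive differentiation at or above the plate's own cutoff, the solvent-only control mean plus 3 SD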;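 note: cells exposed to compound for four days before flow analysis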
NTR1 agonist: agonists of NTR1, primary screen, imaging, U2OS cells, beta-arrestin-GFP, high content (AID 493036). Neurotensin receptor type 1 (Homo sapiens), P30989. NTR1-U2OS beta-arrestin-GFP spot imaging, agonist mode. activation, % at 20 µM. 330,000 compounds, 0.17% hits;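 active = activation at or above 40% of the spot to cytoplasm intensity ratio, with at least 20 cells analyzed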;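 note: 0% = DMSO without peptide and 100% = 100 nM NTR1 peptide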
Target sequence (P30989 whole entry, looked up): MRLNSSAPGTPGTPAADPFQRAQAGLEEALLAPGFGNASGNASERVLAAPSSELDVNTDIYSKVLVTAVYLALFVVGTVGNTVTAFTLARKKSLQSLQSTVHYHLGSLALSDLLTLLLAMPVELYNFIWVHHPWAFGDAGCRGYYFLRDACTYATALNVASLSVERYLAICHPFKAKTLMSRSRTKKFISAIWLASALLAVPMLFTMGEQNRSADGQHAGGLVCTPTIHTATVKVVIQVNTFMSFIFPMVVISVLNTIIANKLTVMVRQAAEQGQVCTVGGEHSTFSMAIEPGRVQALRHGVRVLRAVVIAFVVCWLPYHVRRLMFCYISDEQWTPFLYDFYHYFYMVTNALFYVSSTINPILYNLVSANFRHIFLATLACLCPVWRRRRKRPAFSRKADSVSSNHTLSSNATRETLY
K1F lysis inhibition: inhibition of K1F phage lysis, E. coli UTI89, bacterial capsule biogenesis inhibitors, alamar blue (AID 488966). one-dose inhibition, % at 100 µM; IC50 in µM for titrated hits. 340,000 compounds, 0.02% hits. E. coli UTI89 K1F phage lysis, alamar blue, 2 h; higher % means a stronger effect;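 active = phage lysis inhibition, versus mean bacterial control, above a set limit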;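 note: capsule biogenesis inhibitors block K1F phage lysis so surviving cells raise fluorescence; higher fluorescence means more inhibition of phage lysis; actives were called in the ten point dose series up to 300 µM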
RSV CPE inhibition: RSV antiviral activity via CPE protection, HEp-2 cells, primary 10 µM value included (AID 2391). HEp-2 cells, RSV-induced CPE inhibition; higher % means a stronger effect. one-dose CPE inhibition, % at 10 µM; IC50 in µM for titrated hits. 310,000 compounds, 0.13% hits; in the data active = a potency from the dose series; note: strong numbers were not always called active
MgcRacGAP inhibition: MgcRacGAP GTPase-activating activity inhibitors, confirmation, biochemical, ADP Hunter fluorescence; AID 624330, 2012; MgcRacGAP-stimulated Rac1 GTP hydrolysis, ADP Hunter fluorescence; higher % means a stronger effect; GST-tagged Rac1 F28L mutant substrate; inhibition, % at 30 µM; hits with a dose series show IC50 in µM; 340,000 compounds, 0.6% hits;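 active = first-screen hits whose inhibition reached a set limit at any dose in the follow-up dose series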;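 note: fluorescence reports GDP produced by GAP-driven GTP hydrolysis; strong numbers were not always called active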
TNAP activators: human TNAP enzyme activators, primary screen, biochemical, luminescent, no phosphate acceptor, uHTS (AID 1001); activation fold at 20 µM; hits with a dose series show EC50 in µM; 200,000 compounds, 0.03% hits; purified TNAP, luminescent activation assay, no phosphate acceptor; higher activation fold means a stronger effect; in the data active = activation fold from about 3, or a potency from the dose series; inactive = the rest, 99 in 100 with activation fold below about 1.6; note: many of its hits are not listed in these tables
Salmonella PhoP GFP: inhibitors of PhoP regulon expression, primary screen, Salmonella Typhimurium, GFP reporter (AID 1863) | 300,000 compounds, 0.16% hits | S. Typhimurium PhoP-regulated promoter GFP reporter, 4 h; higher % means a stronger effect | inhibition, % at 50 µM; hits with a dose series show IC50 in µM;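 active = inhibition over 29.93%, a cutoff 3 SD above the screen mean, later confirmed by dose response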;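 note: 0% = low Mg2+ inducing control and 100% = high Mg2+ repressing control; strong numbers were not always called active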
T cell HTS vesicle-bound %: second read-out of T cell HTS, no call of its own (marks repeat the call); double positive events, %; measured here: CD8+ vesicle-bound cell fraction;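 binding gate set so that unloaded-vesicle control wells show 10% double positive cells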
NTR1 agonist cell count 20 µM: further read-out of NTR1 agonist, marked with its call; cell count; measured here: cell count, cytotoxicity flag
Myeloid diff 2 GFP+ MAC1+ %: recorded beside Myeloid diff 2, whose call it bears; GFP+ MAC1+ double positive, %; measured here: differentiation confirmed by MAC1 staining
* marks the source's active call; other numbers are inactive results; i = inactive; . = no result given; + = active, no number; [ ] = another dose, or the depositor's remark.

entry	Compound	T cell HTS	T cell HTS vesicle-bound %	SV40 large T antigen	Myeloid diff 2	Myeloid diff 2 GFP+ MAC1+ %	NTR1 agonist
1	COC(=O)c1ccc(CN2C(=O)C(C)N(C(=O)c3c(F)cccc3F)c3ccccc32)cc1 (stereo not given)	i	50	4%	i	0.5	1.5
2	Cc1cc(C(=O)NCc2cccnc2)cs1	i	14	8%	i	10	0.1
3	COc1ccc(Br)cc1C1N2CC3(C)CN1CC(C)(C2)C3=O (stereo not given)	i	9	8%	i	0.4	1.5
4	Cc1nnc(-c2cnn(C)c2N)n1Cc1ccccc1	i	19	.	i	0.7	4.7
5	Cc1cc(C)cc(NCc2cc(=O)oc3cc(C)c(O)cc23)c1	i	23	-1%	i	1.0	3.2
6	CC1=NN(C(=O)c2cc(C)nn2C)C(O)(C(F)(F)F)C1 (stereo not given)	i	48	9%	i	0.3	0.0
7	N#CC1=C(N)OC2=C(C(=O)CCC2)C1c1ccncc1 (stereo not given)	i	21	1%	i	1.3	-0.2
8	NNC(=O)c1cccn(Cc2cccc(C(F)(F)F)c2)c1=O	i	28	8%	i	1.1	-2.0
9	COc1ccccc1N(CC(=O)Nc1cccnc1)S(C)(=O)=O	i	0	5%	i	4.2	1.1
10	O=C(CSC1=NC(=O)C(c2ccccc2)C(=O)N1)Nc1cccc(Cl)c1 (stereo not given)	i	41	13%	i	0.7	2.0
11	CCC(=O)Nc1cccc(-c2ccc(N3CCCCC3)nn2)c1	i	41	10%	i	0.0	1.0
12	Cc1cc(C)cc(C(=O)NCC(=O)OCC(=O)N2CCCCC2)c1	i	20	25%	i	0.5	2.5

entry	NTR1 agonist cell count 20 µM	K1F lysis inhibition	RSV CPE inhibition	MgcRacGAP inhibition	TNAP activators	Salmonella PhoP GFP
1	91	0.3%	19%	3%	.	2%
2	87	0.6%	0.2%	10%	1.1	-1%
3	72	-0.3%	1.3%	6%	1.2	5%
4	56	i	1.5%	3%	1.1	-5%
5	74	0.3%	1.2%	6%	.	-5%
6	31	3.8%	2.0%	5%	1.1	-1%
7	58	-0.2%	1.0%	5%	1.1	-5%
8	76	-0.2%	13%	10%	.	8%
9	55	0.1%	2.6%	8%	1.1	4%
10	53	-1.9%	0.8%	2%	1.1	0%
11	63	1.1%	0.9%	6%	.	8%
12	30	-0.1%	1.6%	13%	0.8	-10%

The list continues:
entry	Compound	T cell HTS	T cell HTS vesicle-bound %	SV40 large T antigen	Myeloid diff 2	Myeloid diff 2 GFP+ MAC1+ %	NTR1 agonist
13	Cn1c(SCC(=O)Nc2nncs2)nnc1C1CC1	i	12	-1%	i	0.7	2.8
14	OCCC1CN(Cc2cccn2-c2cccnc2)CCN1Cc1ccccc1 (stereo not given)	i	49	28%	i	1.0	1.0
15	Cn1cc(C(=O)N/N=C/c2cc(Br)cs2)c2ccccc21	i	5	-5%	.	.	0.6
16	CCc1ccc(NC(=O)c2cc(-c3cccs3)on2)cc1	i	51	10%	i	1.2	1.5
17	O=C(NCCCN1CCCC1=O)c1cc(NS(=O)(=O)c2ccc(F)cc2)cc(NS(=O)(=O)c2ccc(F)cc2)c1	i	21	17%	i	0.8	-0.3
18	CCO/N=C(\N)c1[nH]ncc1Br	i	28	14%	i	0.7	0.2
19	COc1cccc(NC(=S)NC(=O)c2cccnc2)c1	i	38	6%	i	0.7	1.4
20	Cc1ccc(CNC(=S)Nc2cc(C)ccc2OC(F)F)cc1	i	49	4%	i	0.7	-1.2
21	COCCCNC(=S)N(Cc1cccnc1)Cc1ccc(OC)c(OC)c1	i	49	7%	i	0.6	-0.4
22	Cc1cc(/C=N/n2cnnc2)c(C)n1-c1ccc(OCc2ccc(F)cc2)cc1	i	13	0%	+	8.1*	10
23	CN(Cc1ccccc1)C(=S)Nc1ccc2nc3n(c(=O)c2c1)CCCCC3	i	40	5%	i	0.7	3.3
24	CC(CS(=O)(=O)c1ccccc1[N+](=O)[O-])N1CCOCC1 (stereo not given)	i	58	6%	i	0.6	-1.3

entry	NTR1 agonist cell count 20 µM	K1F lysis inhibition	RSV CPE inhibition	MgcRacGAP inhibition	TNAP activators	Salmonella PhoP GFP
13	52	-1.3%[50 µM]	-0.1%	12%	.	-8%
14	41	0.3%	-0.4%	8%	1.1	1%
15	41	.	5.0%	.	.	-1%
16	53	1.8%	0.7%	11%	1.1	2%
17	85	-0.2%	2.5%	6%	1	0%
18	67	0.3%	-0.3%	14%	.	-7%
19	57	0.1%	0.9%	14%	.	-1%
20	40	-0.4%	4.8%	5%	1.1	-3%
21	46	4.1%	0.3%	3%	1.2	-13%
22	43	4.9%	0.9%	10%	1	36%
23	49	-0.3%	-0.6%	3%	1.1	-8%
24	88	0.1%	2.4%	17%	1	-4%

(more compounds)
entry	Compound	T cell HTS	T cell HTS vesicle-bound %	SV40 large T antigen	Myeloid diff 2	Myeloid diff 2 GFP+ MAC1+ %	NTR1 agonist
25	Cc1ccc(NC2CCCCC2NS(=O)(=O)c2ccc(Cl)cc2)cc1 (stereo not given)	i	63	7%	i	0.1	3.4
26	COCCCNCCCOc1ccc(Cl)cc1C(C)(C)C	i	54	3%	i	0.5	-2.6
27	Fc1ccc(-c2nnc(-c3ccc(F)cc3)o2)cc1	i	53	15%	i	0.9	-0.6
28	O=C(c1ccc2c(c1)CCN2S(=O)(=O)c1ccccc1)N1CCN(c2ccccc2)CC1	i	49	13%	i	0.4	5.0
29	COc1ccc2c(c1)C(=O)N(c1ccccc1)C(=O)C2	i	16	20%	i	2.4	2.2
30	COc1cc2nc(CN3CCC(Cc4ccccc4)CC3)[nH]c(=O)c2cc1OC	i	26	7%	i	0.6	0.9
31	CSc1nnc(CNC(=O)C23CC4CC(CC(C4)C2)C3)n1Cc1ccccc1	i	49	25%	i	0.7	1.7
32	N#CCCN(C(=O)CO/N=C/c1cccc([N+](=O)[O-])c1)c1ccccc1	i	14	0%	i	0.8	1.5
33	Cc1ccc2c(-c3csc(N)n3)c[nH]c2c1	i	44	14%	.	.	-0.9
34	Cc1nn(CC(=O)NCCCN2CCOCC2)c(C)c1[N+](=O)[O-]	i	25	3%	i	5.7	0.6
35	CCN(CC)CCNC(=O)c1ccc(Cl)c(S(=O)(=O)N2CCCCCC2)c1	i	33	8%	i	0.4	-0.6
36	CC(C)[C@H](NC(N)=O)C(=O)Nc1cccc([N+](=O)[O-])c1	i	60	13%	i	0.2	-1.5

entry	NTR1 agonist cell count 20 µM	K1F lysis inhibition	RSV CPE inhibition	MgcRacGAP inhibition	TNAP activators	Salmonella PhoP GFP
25	76	1.2%	0.3%	0%	1	-4%
26	77	12%	-0.7%	12%	1.1	-5%
27	48	1.6%	2.5%	8%	.	-6%
28	63	0.6%	12%	10%	.	-1%
29	77	-0.2%	0.8%	-2%	1	-12%
30	52	0.3%	-1.6%	7%	1.2	-12%
31	63	3.2%	0.3%	11%	1.1	3%
32	38	-0.1%	4.8%	6%	1.1	2%
33	89	.	3.1%	.	.	4%
34	52	6.3%	-1.4%	-2%	1	2%
35	50	0.5%	0.9%	4%	1.1	-7%
36	33	0.4%	-0.8%	-4%	1.2	11%

Pulled by compound from above:
entry	Compound	T cell HTS	T cell HTS vesicle-bound %	SV40 large T antigen	Myeloid diff 2	Myeloid diff 2 GFP+ MAC1+ %	NTR1 agonist
28	O=C(c1ccc2c(c1)CCN2S(=O)(=O)c1ccccc1)N1CCN(c2ccccc2)CC1	i	49	13%	i	0.4	5.0
35	CCN(CC)CCNC(=O)c1ccc(Cl)c(S(=O)(=O)N2CCCCCC2)c1	i	33	8%	i	0.4	-0.6

entry	NTR1 agonist cell count 20 µM	K1F lysis inhibition	RSV CPE inhibition	MgcRacGAP inhibition	TNAP activators	Salmonella PhoP GFP
28	63	0.6%	12%	10%	.	-1%
35	50	0.5%	0.9%	4%	1.1	-7%

Next records follow.
entry	Compound	T cell HTS	T cell HTS vesicle-bound %	SV40 large T antigen	Myeloid diff 2	Myeloid diff 2 GFP+ MAC1+ %	NTR1 agonist
37	CCOc1cccc(CN2CCCC(N3CCN(c4cccc(Cl)c4)CC3)C2)c1O (stereo not given)	i	59	15%	i	0.7	1.3
38	CC(C)CN(C(=O)COC(=O)c1nc(Cl)ccc1Cl)c1c(N)n(Cc2ccccc2)c(=O)[nH]c1=O	i	67	4%	i	2.3	1.2
39	C/C=C\C=C/C(=O)Nc1cccc(C2=NOC3(C2)C[C@@H](C(N)=O)N(C(=O)COc2ccc(Cl)cc2)C3)c1 (stereo not given in full)	i	54	17%	i	1.4	16
40	COc1cc(C(=O)OCC(=O)NCc2ccc(F)cc2)ccc1OCC(C)C	i	28	8%	i	0.7	2.2
41	Cc1cccc(NC(=O)CC2C(=O)NCCN2C(=S)Nc2ccccc2)c1 (stereo not given)	i	14	0%	i	2.0	1.6
42	Cc1nn(-c2ccccc2)nc1C(=O)Nc1ccc2c(c1)OCCO2	i	6	4%	.	.	2.1

entry	NTR1 agonist cell count 20 µM	K1F lysis inhibition	RSV CPE inhibition	MgcRacGAP inhibition	TNAP activators	Salmonella PhoP GFP
37	65	2.2%	2.2%	14%	.	9%
38	71	1.3%[50 µM]	0.4%	4%	.	-7%
39	57	-0.2%	7.3%	7%	.	5%
40	60	-0.2%	2.5%	3%	.	-4%
41	57	1.1%	-1.5%	2%	1.1	-9%
42	68	1.2%[50 µM]	2.7%	3%	.	-4%

Two entries from above, screen by screen.
7	N#CC1=C(N)OC2=C(C(=O)CCC2)C1c1ccncc1 (stereo not given)
11	CCC(=O)Nc1cccc(-c2ccc(N3CCCCC3)nn2)c1
compound no.	7	11
T cell HTS	i	i
T cell HTS vesicle-bound %	21	41
SV40 large T antigen	1%	10%
Myeloid diff 2	i	i
Myeloid diff 2 GFP+ MAC1+ %	1.3	0.0
NTR1 agonist	-0.2	1.0
NTR1 agonist cell count 20 µM	58	63
K1F lysis inhibition	-0.2%	1.1%
RSV CPE inhibition	1.0%	0.9%
MgcRacGAP inhibition	5%	6%
TNAP activators	1.1	.
Salmonella PhoP GFP	-5%	8%

From PubChem
